T cell HTS: modulators of CD8 T cell-vesicle binding, primary screen, mouse 2C CD8+ T cells, flow cytometry. 2C CD8+ T cell-vesicle binding; stronger effect = lower value. hit rate 0.068% among 330,000. calls only at 7 µM;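 active = response, share of CD8 T cells binding vesicles, and their 90th percentile fluorescence all below set limits, cut at about 80% in these data, passing the limit was not always enough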
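Assay system: 2C TCR transgenic mouse naive CD8+ T cells, MACS-purified | Read-out: CD8+ gate FL2 mean fluorescence as % of same-row positive control | Signal: High-throughput flow cytometry with anti-B7-1 and anti-CD8 staining | Timing: Binding step 1.5 h, 37 °C, antibody labelling 20 min, ice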
T cell HTS vesicle-bound %: also measured in T cell HTS; calls as there; double positive events, %; measured here: CD8+ vesicle-bound cell fraction;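 binding gate set so that unloaded-vesicle control wells show 10% double positive cells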
The depositor's hits bear a star; i = inactive. Only part of the results is shown; rates above refer to the full screens.

Sequence of screens – T cell HTS vesicle-bound % | T cell HTS
O=C(CN1C(=O)CCS(=O)(=O)c2ccccc21)Nc1ccc(Cl)cc1
  9.9 | i
CN1CCN(S(=O)(=O)c2ccc(CNC(=O)c3ccccc3)s2)CC1
  55.1 | i
CN(C)C(CNC(=O)c1cc(S(=O)(=O)N2CCOCC2)ccc1F)c1cccs1 (stereo unspecified)
  37.4 | i
COc1ccc(-c2cc(-c3ccccc3)c(C#N)c(SCC(=O)O)n2)cc1
  31.0 | i
Cc1cccc(NC(=O)c2ccc(S(=O)(=O)NCc3ccco3)cc2)n1
  18.2 | i
CC1CCCN(C(=O)C2CCN(S(=O)(=O)c3ccc4c(c3)CC(C)N4C(=O)C3CC3)CC2)C1 (stereo unspecified)
  17.6 | i
CN(C)C(CNC(=O)c1ccc(NC(=O)c2cccs2)cc1)c1ccccc1 (stereo unspecified)
  31.8 | i
Cc1cc(NC(=O)CSc2nc3ccccc3cc2C#N)no1
  51.4 | i
Cn1c(=O)[nH]c(=O)c2c1nc(N1CCCCC1)n2CC(O)COc1ccc([N+](=O)[O-])cc1 (stereo unspecified)
  65.9 | i
O=C1CCCN1C(=O)CSc1nnnn1-c1ccccc1
  42.4 | i
O=[N+]([O-])c1cccc(S(=O)(=O)NCCOc2cccc3cccnc23)c1
  24.8 | i
CCCN(CCC)C(=O)C1CCC(CNS(=O)(=O)c2cccc3nsnc23)CC1 (stereo unspecified)
  4.4 | i
Cc1cc(C(=O)NC2CC(C)(C)Cc3c2cnn3-c2ccc(F)cc2)nn1C (stereo unspecified)
  9.0 | i
Cc1ccc(NS(=O)(=O)c2cn(C)c(=O)n(C)c2=O)c(C)c1
  40.0 | i
CC(=O)Nc1nc(-c2ccc3ccccc3c2)cs1
  59.4 | i
COc1ccc([C@H]2CC(=O)C=C(c3ccc(F)nc3)C2)cc1OC
  28.1 | i
COc1ccc(C(=O)NCc2nnc(SCC(=O)c3ccc(F)cc3)n2C)cc1OC
  53.5 | i
CCOc1ccc(NC(=O)c2ccc(NC(=O)c3ccc(NC(N)=O)cc3)cc2)cc1
  50.9 | i
CCOc1ccccc1NC(=O)C1CCCN(S(=O)(=O)c2ccc3c(c2)C(C)(C)C(=O)N3C)C1 (stereo unspecified)
  21.9 | i
CC(=O)N1CCN(C(=O)CSc2cc(C)c(Br)cc2C)CC1
  55.4 | i

Additional results
Sequence of screens – T cell HTS vesicle-bound % | T cell HTS
O=C(NCc1cccc(Cl)c1)c1cc(=O)[nH]c2ccccc12
  20.8 | i
COc1cc(NC(=O)c2ccccc2)c(OC)cc1NC(=O)Cc1ccc(Br)cc1
  14.5 | i
COC(=O)c1cc(CNC(=O)CC(C)c2ccccc2)ccc1OC (stereo unspecified)
  24.3 | i
Cc1ccccc1CS(=O)(=O)c1ccc(C(=O)N2CCOCC2)cc1[N+](=O)[O-]
  5.6 | i
Cc1ccc(S(=O)(=O)N2CCCN(C(C)c3nc4ccccc4c(=O)[nH]3)CC2)cc1 (stereo unspecified)
  13.6 | i
COc1ccc(/C=C/C(=O)NC(=S)Nc2ccc(S(=O)(=O)N=C(N)N)cc2)cc1OC
  7.6 | i
COc1ccccc1NC(=O)CSc1nnc(NC(=O)c2ccco2)s1
  31.2 | i
COc1cccc(C(=O)CC(C(=O)O)c2ccc(Cl)cc2)c1 (stereo unspecified)
  58.9 | i
COc1ccccc1NC(=O)NNC(=O)c1ccc2c(c1)NC(=O)C(C)(C)O2
  39.9 | i
Cn1cc(S(=O)(=O)N2CCc3ccccc32)cc1C(=O)NC1CCCCC1
  25.2 | i
Cc1cc2nc3n(c2cc1C)CCCN3
  57.0 | i
CC(NC(=O)c1ccccc1)c1nnc(SCC(=O)Nc2nnc(C3CC3)s2)n1C (stereo unspecified)
  6.1 | i
COc1cc(/C=N/NC(=O)c2nnn(-c3nonc3N)c2C(C)C)ccc1OCc1ccc(F)cc1
  9.5 | i
COc1ccc(CCN2CCCn3c2nc2c3c(=O)n(CC(C)C)c(=O)n2C)cc1OC
  22.7 | i
Cc1ccc(C(=O)Nc2nnc(Cc3ccccc3)s2)cc1
  12.6 | i
CC1CC(=NNC(=O)C2COc3ccccc3O2)CC(C)(C)C1 (stereo unspecified)
  37.5 | i
O=C(c1cc2cc(Cl)ccc2[nH]1)N1CCN(c2ccccc2F)CC1
  31.1 | i
CCCOc1ccccc1OCC(=O)Nc1ccc(S(=O)(=O)N2CCCCC2)cc1
  59.1 | i
O=C(Nc1ccc(F)c(Cl)c1)c1ccc2c(c1)OCO2
  64.2 | i
O=S(=O)(NCC(O)c1ccccc1)c1cc(Cl)sc1Cl (stereo unspecified)
  36.4 | i

(next part)
Sequence of screens – T cell HTS vesicle-bound % | T cell HTS
O=C(COC(=O)C1C2CC3OC(=O)C1C3C2)Nc1cccc(C(F)(F)F)c1 (stereo unspecified)
  51.2 | i
C/C(=N/NC(=O)c1ccccn1)c1ccncc1
  18.0 | i
Cc1nnc(SCC(=O)Nc2ccc(O)cc2)c2ccccc12
  9.3 | i
O=C(Nc1ccc(Cl)cc1)C1CCN(C(=O)c2cccs2)CC1
  34.5 | i
COc1ccccc1NS(=O)(=O)c1cccc(NC(=O)c2cncc(Br)c2)c1
  43.9 | i
Fc1ccc(C2Nc3cccc4cccc(c34)N2)cc1
  35.7 | i
COC(=O)[C@H](c1ccccc1Cl)N1CCc2sccc2C1
  32.5 | i
Cc1noc(/C=C/N(C)C)c1S(=O)(=O)N1CCN(c2ccc(F)cc2)CC1
  9.7 | i
COc1ccc(C(CNC(=O)c2cccc(S(=O)(=O)Nc3ccccc3OC)c2)N2CCOCC2)cc1 (stereo unspecified)
  37.4 | i
CN(Cc1ccccc1)S(=O)(=O)c1ccc(Cl)c(C(=O)NCCCN2CCOCC2)c1
  48.7 | i
O=C(O)COc1ccc2c(c1)O/C(=C\c1ccco1)C2=O
  58.7 | i
COC(=O)C1(C)NC(c2cccc(C)c2)C2C(=O)N(c3ccc(F)cc3)C(=O)C21 (stereo unspecified)
  48.3 | i
COc1ccc(C(=O)CN2C(=O)NC3(CCCCCC3)C2=O)cc1
  30.2 | i
N#CCC(=O)Nc1ccc(C(=O)Nc2ccc3c(c2)OCO3)cc1
  34.4 | i
Cc1ccc(OC(=O)CCC(=O)Nc2ccc(C)c(C)c2)cc1
  23.6 | i
N#Cc1cnn2c(C(F)(F)F)cc(-c3ccccc3)nc12
  29.8 | i
CCN(CC1COc2ccccc2O1)C(=O)CN1C(=O)NC(C)(c2ccccc2)C1=O (stereo unspecified)
  39.2 | i
Cc1ccc(S(=O)(=O)N2[C@@H](c3ccc(F)cc3)C(C(=O)O)=CC[C@H]2c2ccc3c(c2)OCO3)cc1
  14.3 | i
O=C(NCCC1CCCCN1S(=O)(=O)c1ccc(Cl)cc1)C(=O)NCc1ccco1 (stereo unspecified)
  14.1 | i
O=C(Cc1ccc(S(=O)(=O)N2CCOCC2)s1)NCCc1ccc(F)cc1
  50.9 | i

The results go on.
Sequence of screens – T cell HTS vesicle-bound % | T cell HTS
CC1CCN(C(=O)CCNC(=O)c2ccccc2Cl)CC1
  62.5 | i
CC(OC(=O)c1ccc(-n2cnnn2)cc1)C(=O)Nc1ccccc1[N+](=O)[O-] (stereo unspecified)
  16.9 | i
CC1CCN(C(=O)Cn2cc([N+](=O)[O-])ccc2=O)c2ccccc2S1 (stereo unspecified)
  46.6 | i
CCOC(=O)/C(C#N)=C/c1c(N2CCCCCC2)nc2ccccn2c1=O
  34.5 | i
COc1ccc(Cl)cc1C(=O)OCC(=O)N1CCCC(C)C1 (stereo unspecified)
  39.0 | i
O=C(NCC(=O)N(Cc1ccccc1)C(C(=O)NCC1CCCO1)c1ccccc1)c1ccco1 (stereo unspecified)
  22.2 | i
Cc1c(C(=O)NCC2CCCO2)oc2ccccc12 (stereo unspecified)
  30.0 | i
O=C(CSc1nnc2ccccn12)NC(=O)c1ccccc1Cl
  41.3 | i
CCOC(=O)c1c(NC(=O)COC(=O)c2ccc(NC(=O)CC#N)cc2)sc(C(=O)NC)c1C
  43.7 | i
Cc1oc(-c2ccccc2F)nc1CS(=O)(=O)CC(=O)NC(C)CCc1ccccc1 (stereo unspecified)
  7.6 | i
CCOC(=O)Cn1cnc2c(nnn2-c2ccc(F)cc2)c1=O
  27.3 | i
Cc1cccc(/C=N/n2c(COc3ccccc3)n[nH]c2=S)c1
  23.4 | i
COc1cc(C2/C(=C(\O)c3ccc4c(c3)OCCO4)C(=O)C(=O)N2c2nnc(C)s2)cc(OC)c1OC (stereo unspecified)
  24.8 | i
CCOC(=O)CNC(=O)CN1C(=O)CC(c2ccco2)Sc2ccccc21 (stereo unspecified)
  19.9 | i
CCn1cc(C(=O)NCc2ccc(OC)cc2)c(=O)c2ccc(C)nc21
  15.1 | i
c1csc(-c2nc(NCC3CCCO3)c3ccccc3n2)c1 (stereo unspecified)
  10.9 | i
CC(C)CCN1CCN=C1N(C)C
  46.8 | i
Cc1onc(-c2ccccc2)c1C(=O)N/N=C/c1ccc(Br)cc1
  10.1 | i
CC(C)(C)n1ncc2c(=O)n(Cc3cccc(Cn4cnc5c(cnn5C(C)(C)C)c4=O)c3F)cnc21
  12.8 | i
O=C(CN1C(=O)NC2(CCCCCCC2)C1=O)Nc1c(Cl)cccc1Cl
  53.3 | i

5 compounds drawn at random from the list so far:
Sequence of screens – T cell HTS vesicle-bound % | T cell HTS
CCOC(=O)Cn1cnc2c(nnn2-c2ccc(F)cc2)c1=O
  27.3 | i
CC(OC(=O)c1ccc(-n2cnnn2)cc1)C(=O)Nc1ccccc1[N+](=O)[O-] (stereo unspecified)
  16.9 | i
O=C(CN1C(=O)NC2(CCCCCCC2)C1=O)Nc1c(Cl)cccc1Cl
  53.3 | i
CCOC(=O)CNC(=O)CN1C(=O)CC(c2ccco2)Sc2ccccc21 (stereo unspecified)
  19.9 | i
CCOC(=O)c1c(NC(=O)COC(=O)c2ccc(NC(=O)CC#N)cc2)sc(C(=O)NC)c1C
  43.7 | i

Going on with the list.
Sequence of screens – T cell HTS vesicle-bound % | T cell HTS
CN(Cc1ccccc1)S(=O)(=O)c1ccc(OCC(=O)NCc2ccncc2)cc1
  29.5 | i
CC(C)(c1ccccc1)c1ccc(OCCN2CCCC2)cc1
  58.3 | i
CC1CCN(C(=O)CCc2nnc3ccc(NCCCN4CCCC4=O)nn23)CC1
  33.3 | i
COc1ccc(NC(=O)C(=O)NCC2CCCN2S(=O)(=O)c2ccc(C)cc2)cc1 (stereo unspecified)
  3.9 | i
Cc1csc2nc(O)c(C(=O)NCCCN3CCCC3=O)c(=O)n12
  44.9 | i
Cc1ccc(N(CC(=O)NCc2ccco2)C(=O)CCC(=O)Nc2ccccn2)c(C)c1
  38.5 | i
CC1=Nc2nc(N3CCCCCC3)c(C#N)c3c4c(nc(c23)N1)N(c1ccc2ccccc2c1)C(=O)C4
  53.7 | i
Cc1cccc(NC(=O)CCNS(=O)(=O)c2cccc3nsnc23)c1C
  38.8 | i
COCCNC(=O)C(c1ccc(OC)cc1)N(CCOC)C(=O)CCC(=O)Nc1nccs1 (stereo unspecified)
  33.8 | i
Cc1ccc(NC(=O)COC(=O)C2CCC2)cc1S(=O)(=O)N1CCCCC1
  38.5 | i
CCN(CCS(=O)(=O)c1ccc(Br)cc1)Cc1nc2ccccc2c(=O)[nH]1
  36.0 | i
CCC1CCc2sc(C(=O)N(C)CC(=O)Nc3cccc(OC)c3)cc2C1 (stereo unspecified)
  23.1 | i
C=CC[C@H](CC(=O)NCCO)C(=O)N[C@H](COC(=O)[C@@H](CC=C)CC(=O)OC(C)(C)C)Cc1c[nH]c2ccccc12
  24.3 | i
Cc1cccc(NC(=O)c2nc[nH]c2C(=O)N2CCC(C)CC2)c1
  38.1 | i
CC(C)c1ccc(NC(=O)c2cccc(NC3=NC4CS(=O)(=O)CC4S3)c2)cc1 (stereo unspecified)
  32.7 | i
CCOC(=O)CSc1nc2sc3c(c2c(=O)n1-c1ccccc1)CCN(C)C3
  17.9 | i
O=C(COC(=O)C1CCN(c2ccc(C(F)(F)F)cn2)CC1)NCCc1ccccc1
  11.4 | i
COc1ccc(C(=O)N[C@H](C(=O)Nc2sccc2C(N)=O)C(C)C)cc1
  10.2 | i
COc1ccc(CNC(=O)CN(C(=O)c2snc(C(N)=O)c2N)c2cccc(F)c2)cc1
  50.4 | i
Cc1c(C(=O)N2CCCCC2)oc2ccccc12
  52.1 | i

(list continues)
Sequence of screens – T cell HTS vesicle-bound % | T cell HTS
O=C(O)c1cc(S(=O)(=O)N2CCOCC2)c[nH]1
  37.3 | i
Cc1nnc(SCC(=O)Nc2c(Cl)cccc2Cl)n(N)c1=O
  35.8 | i
Cn1c2c(c3ccccc31)CCN1CCC[C@]21c1ccccc1
  63.2 | i
CCC(c1nnc(SC(C)C(=O)NC2CC2)n1-c1ccc(OC)cc1)N(C)C (stereo unspecified)
  40.7 | i
Cc1cc(C)cc(OC(C)C(=O)NCCCn2ccnc2)c1 (stereo unspecified)
  28.7 | i
Cc1ccc(C)c(S(=O)(=O)N2CCC(c3nc4c(nnn4Cc4ccc5c(c4)OCCO5)c(=O)[nH]3)CC2)c1
  61.4 | i
Cc1cccc(/C=N/NC(=O)c2ccc(NC(=O)c3ccccc3C)cc2)n1
  11.9 | i
O=C(c1cccc(S(=O)(=O)NCc2ccccc2)c1)N1CCCC(C(F)(F)F)C1 (stereo unspecified)
  33.0 | i
COc1cccc(OC)c1C(=O)OCc1c(-c2ccccc2)ncc2ccccc12
  12.5 | i
CC1CCN(CC(=O)Nc2ccc(S(=O)(=O)N3C(C)CCCC3C)cc2)CC1 (stereo unspecified)
  62.3 | i
CC(C)(c1cc(Br)c(O)c(Br)c1)c1cc(Br)c(O)c(Br)c1
  30.0 | i
CCC1CCC(C(=O)NC(C(=O)NCCc2ccc(S(N)(=O)=O)cc2)C(C)C)CC1 (stereo unspecified)
  18.3 | i
